NFkB transloc pot – enhances IL-1B driven NFkB nuclear translocation | HUVEC IL-1B NFkB p65 nuclear translocation imaging | activation, % at 2 µM | 94,000 compounds, 0.3% hits;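 active = activation above 40%, about the mean plus 3 SD, also judged a hit on visual image review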;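 note: percent activation is computed from the nuclear over cytoplasmic p65 intensity ratio; values of inactives mirror those of a sister screen read the other way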
Bcl-B TR3 displacers – displacers of TR3 peptide from Bcl-B, primary screen, selectivity assay for Bfl-1 inhibitor project, biochemical, fluorescence polarization | FP displacement of FITC-TR3 peptide from Bcl-B; higher % means a stronger effect | displacement, % at 20 µM; hits with a dose series show IC50 in µM | 96,000 compounds, 0.11% hits;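 active = displacement above 50% at 20 µM plus a fluorescence interference ratio under 1.5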;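 note: plate controls were wells without compound for no effect and wells lacking Bcl-B protein for full effect; a part of the inactive calls stands beside numbers as strong as those of hits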
PLAP inhibitors HTS – inhibition of human placental alkaline phosphatase – biochemical, luminescence, HTS (AID 690); purified PLAP, luminescent substrate; higher % means a stronger effect; inhibition, % at 20 µM, or IC50 in µM where a hit was titrated; 96,000 compounds, 0.08% hits; in the data active = a potency from the dose series; inactive = the rest, 99 in 100 with inhibition below about 30%; note: strong numbers were not always called active
NFkB transloc inh – blocks IL-1B driven NFkB nuclear translocation in HUVEC cells | AID 796 | HUVEC IL-1B NFkB p65 nuclear translocation imaging | inhibition, % at 2 µM | 94,000 compounds, 0.43% hits;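 active = inhibition above about 30% together with a positive call from visual inspection of the well image, limit read from the data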;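 note: nuclear over cytoplasmic p65 intensity ratio measured by imaging; 0% = IL-1B stimulated DMSO wells and 100% = unstimulated DMSO wells; values of inactives mirror those of a sister screen read the other way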
MRP reversal – compounds reversing MRP-mediated drug resistance; H69AR cells + 2 uM doxorubicin, CellTiter-Glo, 72 h; differential viability (reversal), % at 10 µM; 85,000 compounds, 0.04% hits;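 active = viability drop by adding the cancer drug above about 55%, with treated viability meeting a 40% cutoff, limit read from the data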;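 note: viability without doxorubicin minus viability with 2 µM doxorubicin for each compound; larger differential means the compound sensitizes cells more to doxorubicin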
MRP reversal cytotoxicity – recorded beside MRP reversal, whose call it bears; viability, %; H69AR cells, CellTiter-Glo, 72 h; measured here: cytotoxicity without doxorubicin
MRP reversal with doxorubicin – also measured in MRP reversal; calls as there; viability, %; measured here: viability with 2 uM doxorubicin; hits give low values
NFkB transloc inh cell count 2 µM – second read-out of NFkB transloc inh, no call of its own (marks repeat the call); cell count; measured here: cells passing quality filter;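 raw number of nuclei counted in each imaged well without normalization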
NFkB transloc pot cell count 2 µM – further read-out of NFkB transloc pot, marked with its call; cell count; measured here: cells passing quality filter
The depositor's hits bear a star; nt = not tested or not shown.

Below each SMILES: NFkB transloc pot	NFkB transloc pot cell count 2 µM	Bcl-B TR3 displacers	PLAP inhibitors HTS	NFkB transloc inh	NFkB transloc inh cell count 2 µM	MRP reversal	MRP reversal cytotoxicity	MRP reversal with doxorubicin
- COc1ccc(-c2cnnn2-c2ccc(N)cc2)cc1OC
→ 8.8	76	nt	nt	-8.8	76	5.0	91.5	86.5
- COc1ccc(NC(C)=O)c2nc(C)c(C)nc12
→ 20.8	139	-2.8%	3.5%	-20.8	139	14.0	94.2	80.2
- CC(=O)Oc1ccc2c(c1)cc(C)n2C
→ -7.0	146	nt	nt	7.0	146	-13.8	79.4	93.2
- CN(C(=O)c1ccc2c(c1)C(=O)N(CCC1=CCCCC1)C2=O)C1CCCCC1
→ 4.5	178	9.6%	-61.3%	-4.5	178	nt	nt	nt
- Cc1ccc(S(=O)(=O)N2CCN(C(=O)C3COc4ccccc4O3)CC2)cc1C (stereo not given)
→ 31.7	123	7.2%	5.5%	-31.7	123	-7.7	81.2	88.9
- O=C(c1ccc(Br)o1)N1CCN(Cc2ccc3c(c2)OCO3)CC1
→ 35.3	120	-9.3%	-29.5%	-35.3	120	8.2	105.8	97.6
- Cc1cc(C)c2nc(Cl)c(CN(Cc3ccco3)C(=O)Nc3ccccc3C)cc2c1
→ 4.5	87	-3.5%	-26.1%	-4.5	87	nt	nt	nt
- Cc1cccc(NC(=O)c2nc(-c3ccccc3)n(-c3ccccc3)n2)c1C
→ -14.1	118	3.7%	4.7%	14.1	118	14.5	94.6	80.1
- CCOC(=O)c1c(NC(=O)CSc2nc3ccccc3o2)sc(C)c1C
→ -14.3	119	-16.5%	-7.5%	14.3	119	nt	nt	nt
- CC(=O)Nc1ccc(S(=O)(=O)Nc2cccc(-c3nc4ccccc4o3)c2)cc1
→ -1.6	173	-2.4%	-34.4%	1.6	173	-3.2	77.5	80.7
- Cn1nnnc1Sc1ncnc2scc(-c3ccc(F)cc3)c12
→ 4.4	114	4.5%	nt	-4.4	114	nt	nt	nt
- O=C(CN1C(=O)NC(Cc2ccccc2)C1=O)Nc1ccc(F)cc1 (stereo not given)
→ nt	nt	-7.3%	16.1%	nt	nt	-6.3	89.7	96.0
- CC(=O)NCCc1cc2ccc(C)c(C)c2[nH]c1=O
→ nt	nt	2.0%	-14.6%	nt	nt	-5.2	97.2	102.4
- Nc1nc2ccccc2n1/N=C/c1ccc(-c2ccccc2)o1
→ 31.1	98	-2.1%	0.3%	-31.1	98	-14.3	67.2	81.4
- CCCC(C)C(=O)NCc1ccccc1OC (stereo not given)
→ 123.2*	180*	3.3%	12.6%	-123.2	180	0.0	97.4	97.4
- Cc1oncc1-c1cn2ccccc2n1
→ -0.8	55	-2.3%	5.1%	-1.2	147	4.4	102.1	97.7
- CC1(C)Cc2nc3oc4c(N5CCOCC5)ncnc4c3cc2CO1
→ -5.1	132	-6.7%	-17.8%	5.1	132	nt	nt	nt
- c1ccc(-c2cc3c(N4CCOCC4)ncnc3s2)cc1
→ nt	nt	-18.9%	-22.8%	nt	nt	-13.4	30.9	44.2
- Cc1ccc(NCC(O)C(O)C(O)CO)cc1C (stereo not given)
→ -9.3	102	2.5%	-0.2%	9.3	102	1.9	102.6	100.6
- Cc1nnc(SCCn2c(N3CCN(C)CC3)nc3c2c(=O)[nH]c(=O)n3C)s1
→ -9.5	140	15.5%	10.7%	9.5	140	4.4	94.7	90.3
- CCOc1ccc(NC(=O)N(CCCN2CCOCC2)Cc2cccnc2)cc1
→ 2.4	159	0.1%	-38.9%	-2.4	159	7.5	101.6	94.2
- CCOC(=O)c1cc2c(=O)n3cccc(C)c3nc2n(CCOC)c1=NC(=O)c1ccncc1
→ 5.1	124	nt	nt	-5.1	124	-15.9	72.2	88.1
- CC1=C(C)C(=O)N(CCC(=O)O)C1=O
→ -13.8	183	-5.5%	12.9%	13.8	183	-7.8	95.6	103.4
- COc1ccc(S(=O)(=O)NC(C(C)C)C(C)C)cc1OC
→ 18.1	119	nt	nt	-18.1	119	8.8	101.5	92.7
- CCOC(=O)c1cnc2c(C)c(-c3ccccc3)[nH]n2c1=O
→ 0.6	156	-6.7%	1.7%	-0.5	156	nt	nt	nt
- CCOC(=O)CN(C(=O)CSc1nnc2c(n1)[nH]c1ccc(OC)cc12)c1ccc(F)cc1
→ nt	nt	8.1%	-38.8%	nt	nt	-9.0	67.6	76.6
- Cn1c(=O)c2c(nc(CN3CCOCC3)n2CC(O)CO)n(C)c1=O (stereo not given)
→ 6.5	133	-4.6%	18.6%	-6.5	133	-28.3	69.5	97.8
- O=C(Nc1ccn(Cc2ccccc2F)n1)c1ccc(COc2ccccc2Cl)cc1
→ 13.8	187	6.1%	-12.9%	-13.8	187	nt	nt	nt
- COc1ccc(OC)c(-n2c(C)ccc2-c2ccc(S(C)(=O)=O)cc2)c1
→ 23.7	57	-13.2%	-87.9%	-23.7	57	6.7	90.4	83.7
- CCCCP(=O)(CCCC)c1ccccc1C(=O)O
→ nt	nt	5.2%	-7.8%	nt	nt	8.7	102.1	93.4
- Cc1noc(NS(=O)(=O)c2ccc(NC(=O)CCC3CCCC3)cc2)c1C
→ 23.3	49	11.5%	1.5%	-23.3	49	-2.3	94.0	96.4
- CCC(=O)c1cc2c(cc1NC(=O)c1ccc(C)cc1)OCCO2
→ 4.6	144	3.1%	23.6%	-4.6	144	-0.5	73.3	73.8
- O=C(CCCN1C(=O)c2ccccc2C1=O)N1CCC(c2ccccc2)C1 (stereo not given)
→ -6.5	167	-5.0%	-47.5%	6.5	167	-4.0	90.1	94.1
- c1ccc2c(c1)[nH]c1c(N3CCOCC3)ncnc12
→ nt	nt	4.4%	16.3%	nt	nt	-6.8	68.4	75.3
- COC(=O)c1cc(NC(=O)C2CC=CCC2C(=O)O)cc(C(=O)OC)c1 (stereo not given)
→ 12.1	128	-3.5%	0.8%	-12.1	128	-5.9	91.7	97.7
- O=C1CC(c2ccco2)Cc2nc(Nc3nc(-c4ccccc4)c4ccccc4n3)ncc21 (stereo not given)
→ 2.0	109	-12.6%	-48.3%	-2.0	109	nt	nt	nt
- CC(C)CC(OC(=O)c1ccco1)C(=O)NC1CCCCC1 (stereo not given)
→ 28.6	189	-6.8%	-21.7%	-28.6	189	nt	nt	nt
- CCC(=O)Nc1ccc(Oc2ccc3c(c2)C(=O)NC3=O)cc1
→ 26.0	117	7.8%	2.9%	-26.0	117	7.9	106.2	98.2
- Cc1nc2cc(-c3cccs3)[nH]n2c(=O)c1C
→ 6.8	118	nt	nt	-6.8	118	25.8	98.2	72.4
- CCN(CC)S(=O)(=O)c1ccc(NC(=O)COC(=O)CN2C(=O)c3ccccc3C2=O)cc1
→ 6.8	183	-14.0%	4.5%	-6.8	183	nt	nt	nt

Whole records, looked up by structure. Order of screens: NFkB transloc pot	NFkB transloc pot cell count 2 µM	Bcl-B TR3 displacers	PLAP inhibitors HTS	NFkB transloc inh	NFkB transloc inh cell count 2 µM	MRP reversal	MRP reversal cytotoxicity	MRP reversal with doxorubicin
CC(=O)Oc1ccc2c(c1)cc(C)n2C reads -7.0	146	nt	nt	7.0	146	-13.8	79.4	93.2
CCCC(C)C(=O)NCc1ccccc1OC (stereo not given) reads 123.2*	180*	3.3%	12.6%	-123.2	180	0.0	97.4	97.4

Additional compounds:
Below each SMILES: NFkB transloc pot	NFkB transloc pot cell count 2 µM	Bcl-B TR3 displacers	PLAP inhibitors HTS	NFkB transloc inh	NFkB transloc inh cell count 2 µM	MRP reversal	MRP reversal cytotoxicity	MRP reversal with doxorubicin
- CCOC(=O)Cn1c2c(c(=N)c3ccccc31)CCC2
→ 9.6	98	3.1%	22.7%	-9.6	98	nt	nt	nt
- Cc1cc(C2C(C#N)=C(N)Oc3n[nH]c(C)c32)c(C)s1 (stereo not given)
→ 6.3	170	-10.3%	-21.4%	-6.3	170	-8.0	76.8	84.8
- CCCCS(=O)Cc1ccccc1 (stereo not given)
→ 1.0	99	3.4%	23.5%	-1.0	99	-1.5	95.7	97.1
- CCC(c1nnnn1Cc1ccco1)N1CCN(C(=O)c2ccco2)CC1 (stereo not given)
→ 4.6	119	2.9%	4.2%	-4.6	119	24.1	96.8	72.8
- Cc1ccc(-c2cc(C(=O)Nc3c(C#N)cnn3C)no2)cc1
→ 4.5	178	3.9%	-21.6%	-4.5	178	6.5	96.2	89.7
- CCc1nc2c(n1O)CCc1nonc1-2
→ nt	nt	-12.3%	14.8%	nt	nt	12.4	102.2	89.7
- Cc1cc(N2CCCC2)c(C)cc1C=O
→ 9.9	69	11.5%	11.0%	-9.9	69	28.0	107.4	79.4
- O=C(CN1CCN(C2CCCCC2)CC1)c1c[nH]c2ccccc12
→ 16.9	126	-8.3%	-13.0%	-16.9	126	-2.6	87.9	90.5
- COc1ccc(C2C(C(=O)NCc3ccccn3)c3cc(OC)c(OC)cc3C(=O)N2C)cc1 (stereo not given)
→ nt	nt	-8.4%	-71.6%	nt	nt	2.3	85.2	82.8
- Cc1cc2c(nn1)CCC/C2=N\O
→ 16.1	102	6.6%	12.7%	-16.1	102	3.1	97.2	94.1
- COC(=O)c1cc2ccccc2c(-c2c(OC)c(C(=O)OC)cc3ccccc23)c1OC
→ -0.6	163	-2.5%	-47.1%	0.6	163	nt	nt	nt
- COc1cccc(C2CC(c3ccc(Cl)cc3Cl)Nc3nc(N)nn32)c1 (stereo not given)
→ 6.3	180	0.8%	-75.4%	-6.3	180	1.0	98.0	97.0
- CCOC(=O)C1CCCN(Cc2nc(N)nc(Nc3ccccc3)n2)C1 (stereo not given)
→ 0.5	129	-21.9%	-60.5%	-0.5	129	7.2	94.5	87.4
- COC(=O)C1=C(C)N(C)C(C)=C(C(=O)OC)C1c1cccc(Br)c1
→ -0.9	162	2.1%	-36.4%	0.9	162	27.1	95.0	67.9
- COc1ccc(-c2cc(C(=O)O)c3ccccc3n2)c(OC)c1
→ 8.0	80	0.6%	18.5%	-8.0	80	5.5	101.0	95.5
- C=CCn1c(SC2CCOC2=O)nc2sc(C)c(C)c2c1=O (stereo not given)
→ -13.7	88	nt	nt	13.7	88	17.2	96.2	79.0
- Nc1nc2n(n1)C(c1cccc(Cl)c1)CC(c1ccc(F)cc1)N2 (stereo not given)
→ 6.2	194	-5.4%	-34.0%	-6.2	194	5.8	97.1	91.3
- O=c1c2[nH]c3ccc(F)cc3c2ncn1CCN1CCOCC1
→ -13.0	174	-6.9%	10.6%	13.0	174	4.3	96.5	92.2
- O=C1CCCC/C1=C/Nc1ccc(C(=O)O)cc1
→ 14.4	173	-4.1%	4.6%	-14.4	173	14.8	103.9	89.2
- O=C1CC(c2ccccc2)CC(O)=C1C=NCc1ccco1 (stereo not given)
→ 9.8	112	-8.3%	-14.3%	-9.8	112	nt	nt	nt

Fetched one by one from the list above (2):
Below each SMILES: NFkB transloc pot	NFkB transloc pot cell count 2 µM	Bcl-B TR3 displacers	PLAP inhibitors HTS	NFkB transloc inh	NFkB transloc inh cell count 2 µM	MRP reversal	MRP reversal cytotoxicity	MRP reversal with doxorubicin
- Nc1nc2n(n1)C(c1cccc(Cl)c1)CC(c1ccc(F)cc1)N2 (stereo not given)
→ 6.2	194	-5.4%	-34.0%	-6.2	194	5.8	97.1	91.3
- CCOC(=O)C1CCCN(Cc2nc(N)nc(Nc3ccccc3)n2)C1 (stereo not given)
→ 0.5	129	-21.9%	-60.5%	-0.5	129	7.2	94.5	87.4

Additional compounds
Below each SMILES: NFkB transloc pot	NFkB transloc pot cell count 2 µM	Bcl-B TR3 displacers	PLAP inhibitors HTS	NFkB transloc inh	NFkB transloc inh cell count 2 µM	MRP reversal	MRP reversal cytotoxicity	MRP reversal with doxorubicin
- COC(=O)c1ccccc1NC(=O)CN1CCC(n2nnc3cc(F)ccc32)CC1
→ 2.5	134	-7.1%	1.5%	-2.5	134	15.3	86.1	70.8
- O=C(c1cnc2n(c1=O)CCS2)N1CCN(c2ccc([N+](=O)[O-])cc2)CC1
→ 26.4	185	-9.0%	20.9%	-26.4	185	-6.1	75.7	81.8
- Cc1n[nH]c(=O)nc1NCc1ccco1
→ 6.4	173	2.4%	10.1%	-6.4	173	0.9	99.7	98.8
- Cc1nnc(NC(=O)CSc2nc(C(C)C)nc3ccccc23)s1
→ 1.7	104	1.1%	10.7%	-1.7	104	nt	nt	nt

Screening results deposited in PubChem by several laboratories.

The list is partial, so the mix of outcomes need not match the whole.
